# Glioma ERSR ind: ER stress response induction in glioma. Potency, µM, for inactives: at the highest dose activation, most hits filed as activators. U87-MG GRP78 promoter luciferase reporter, 16 h. 0.02% of 420,000 active. AID 602332; note: potency is the fitted concentration of half-maximal effect; series mostly up to about 76 µM; % of control where 0% means no effect; nearly all actives have a fitted effect of over 35% in size
#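 Stably transfected U87-MG glioma cells carrying a GRP78-based luciferase sensor; 16 h compound incubation. Luminescence end-point read 10 min after Bright-Glo addition at room temperature.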
# Pol beta inh: inhibitors of human DNA polymerase beta; P06746; Pol beta primer extension/strand displacement, fluorescence kinetic; Potency, µM (titrated, usually from 114 µM), for the others: at the highest dose activity change, negative = inhibition, hits mostly inhibitors; 1.3% of 340,000 active; note: potency is the fitted concentration of half-maximal effect; % is set by controls: 0 for no effect and ±100 for the full control effect
#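 Human Pol beta at 10 nM; strand-displacement substrate 50 nM final. Compound exposure 15 min at room temperature before start, reaction 10 min at room temperature.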
# POLK inh: DNA polymerase kappa (human) inhibition; Q9UBT6; AID 588579; 0.53% of 400,000 active; purified Pol kappa, fluorescent DNA synthesis assay, 10 min; Potency, µM (highest dose often 107 µM), inactives show at the highest dose activity, negative = inhibition, most hits filed as inhibitors; note: potency is the fitted concentration of half-maximal effect; % is set by controls: 0 for no effect and ±100 for the full control effect
#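 Pol kappa 10 nM + cpd, 15 min RT; start w/ substrate 50 nM final; fluorescence kinetic read, 0 and 10 min. Neg ctrl: buffer, no enzyme.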
# POLI inh: inhibitors of human DNA polymerase iota; Q9UNA4; Pol iota fluorescent replication assay, 10 min; Potency, µM (series often up to 115 µM), for the others: at the highest dose activity, negative = inhibition, hits mostly inhibitors; 1% of 390,000 active; AID 588590; note: potency is the fitted concentration of half-maximal effect
# Target sequence (Q9UNA4 whole entry, looked up): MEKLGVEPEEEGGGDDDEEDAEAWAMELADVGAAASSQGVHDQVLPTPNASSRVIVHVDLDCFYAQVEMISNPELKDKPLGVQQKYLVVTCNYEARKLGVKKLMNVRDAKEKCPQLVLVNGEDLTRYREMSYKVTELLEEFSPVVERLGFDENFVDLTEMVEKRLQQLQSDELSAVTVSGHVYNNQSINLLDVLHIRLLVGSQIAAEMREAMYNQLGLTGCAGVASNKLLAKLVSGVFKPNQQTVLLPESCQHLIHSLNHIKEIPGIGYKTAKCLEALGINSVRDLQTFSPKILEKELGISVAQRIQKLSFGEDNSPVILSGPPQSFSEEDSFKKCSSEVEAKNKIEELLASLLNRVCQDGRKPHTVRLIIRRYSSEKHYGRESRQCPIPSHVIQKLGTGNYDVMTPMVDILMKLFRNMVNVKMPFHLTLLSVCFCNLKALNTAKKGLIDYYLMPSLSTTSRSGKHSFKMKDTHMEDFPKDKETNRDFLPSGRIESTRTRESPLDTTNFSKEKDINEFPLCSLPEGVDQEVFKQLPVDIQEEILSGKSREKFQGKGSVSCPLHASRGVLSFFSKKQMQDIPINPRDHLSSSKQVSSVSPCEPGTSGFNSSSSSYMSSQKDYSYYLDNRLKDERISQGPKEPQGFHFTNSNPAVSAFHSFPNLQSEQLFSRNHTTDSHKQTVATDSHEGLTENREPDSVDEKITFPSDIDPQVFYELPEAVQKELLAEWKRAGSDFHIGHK
#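 Pol iota at 10 nM preincubated 15 min with compounds at room temperature; reaction started with fluorescent substrate, 50 nM final. Fluorescence read kinetically at 0 and 10 min; buffer-only wells as negative control.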
# BLM inh: inhibitors of human Bloom syndrome helicase BLM. P54132. recombinant BLM DNA unwinding, fluorescence dequenching. Potency, µM (doses to about 56.1 µM), for inactives: at the top dose activity change, negative = inhibition, most hits filed as inhibitors. 0.2% of 350,000 active. AID 2528;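 note: potency is the fitted concentration of half-maximal effect; plate controls were vehicle for no effect and no enzyme for full effect; nearly all actives have a fitted effect of over 35% in size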
# APEX1 inh: blocks human APE1 abasic DNA cleavage | P27695 | AID 2517 | 0.35% of 350,000 active | recombinant APE1, TAMRA/BHQ-2 abasic DNA cleavage fluorescence | Potency, µM (highest dose often 65.8 µM), without a hit: at the top dose activity change, negative = inhibition, usual class: inhibitors;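 note: potency is the fitted concentration of half-maximal effect; plate controls were vehicle for no effect and reference inhibitor for full effect; nearly all actives have a fitted effect of over 55% in size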
#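 APE1 at 0.75 nM final was preincubated with compound 15 min at room temperature, then 50 nM double-stranded THF abasic-site substrate (5'-TAMRA/3'-BHQ-2) was added. Fluorescence (ex 525/em 598 nm) was read kinetically; third-minus-first read gave activity.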
# POLH inh: DNA polymerase eta (human) inhibition | recombinant Pol eta, fluorescent DNA replication assay | 1.2% of 390,000 active | AID 588591 | Potency, µM (top dose mostly 114 µM), for inactives: top-dose activity change, negative = inhibition, most hits filed as inhibitors; note: potency is the fitted concentration of half-maximal effect; % is set by controls: 0 for no effect and ±100 for the full control effect
#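 Fluorescent replication assay: 50 nM final substrate added after a 15 min room-temperature compound preincubation with 10 nM enzyme. Signal taken at 0 min and again at 10 min.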
# Anesthetic bind: binds horse apoferritin like a general anesthetic; apoferritin/1-aminoanthracene competitive binding, fluorescence; Potency, µM (highest dose often 77.5 µM), for the others: top-dose activity change, negative = displacement, usual class: inhibitors; 0.074% of 350,000 active; P02791; note: potency is the fitted concentration of half-maximal effect; % is set by controls: 0 for no effect and ±100 for the full control effect; nearly all actives have a fitted effect of over 20% in size
# Target sequence (P02791 2-175 limits assumed): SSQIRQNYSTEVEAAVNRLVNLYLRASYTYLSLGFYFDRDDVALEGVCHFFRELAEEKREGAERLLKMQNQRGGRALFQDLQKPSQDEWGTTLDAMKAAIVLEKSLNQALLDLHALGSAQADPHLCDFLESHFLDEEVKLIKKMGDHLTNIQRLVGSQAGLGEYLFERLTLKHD
#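 Concentration-response curves derived by four-parameter Hill fitting of normalized fluorescence, where compounds displaced 1-AMA from 10 uM horse apoferritin following a brief 10 min room-temperature incubation; propofol titration acted as positive control.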
# LDHA block: inhibitors of human lactate dehydrogenase A; activity change, % (values are at about 110 or 230 µM); purified LDHA, NADH/diaphorase-resazurin fluorescence; stronger effect = lower value; P00338; 0.15% of 480,000 active; in the data active = activity change below about -30%; inconclusive = mostly about -25% to -30%;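 note: plate controls were DMSO wells for no effect and wells without enzyme for full effect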
#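 Resorufin fluorescence (ex540/em590), read at 0 and 20 min after diaphorase/resazurin addition, reports the NADH left after a 5 min room-temperature reaction of 2 nM human LDH5 with 0.06 mM NADH and 0.2 mM pyruvate.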
# Numbers without * were called inactive; ? = inconclusive; nt = not tested or not shown; & = joins results of further samples; [ ] = remark or other dose. Unless noted, calls come from the whole dose curve; as a rule, active = well fitted curve in the direction sought with a large enough effect; inconclusive = small, poorly fitted or top-dose-only effect, or another doubt; inactive = no such curve, though single readings can be large; an effect the other way counts as inactive or inconclusive. A portion of the library; the hit share may differ from the screen's.
SMILES,Glioma ERSR ind,Pol beta inh,POLK inh,POLI inh,BLM inh,APEX1 inh,POLH inh,Anesthetic bind,LDHA block
COCCNC(=O)Cn1c(-c2cccs2)cc2cc(Cl)ccc21,0.5%,4.7%,-10.5%,?,-3.2%,nt,-7.5%,47.2%[activator],-9.0
O=C(CSC1=NS(=O)(=O)c2cc(F)ccc2N1)NCc1ccccc1Cl,-1.4%,nt,-10.9%,0.8%,nt,7.6%,-19.2%,nt,-5.7
Cc1nc2ncnn2c(C)c1Cc1cccc(C(F)(F)F)c1,-3.4%,6.1%,-3.9%,69.8%[activator],-1.5%,-3.2%,-3.5%,-9.6%,-5.0
COc1ccc(NC(=S)N2CCC(c3nc4ccccc4o3)CC2)c(OC)c1,-4.7%,-2.4%,-17.4%,9.1%,-7.6%,3.7%,-5.8%,-3.4%,-6.1
COc1ccc(NC(=O)NCCc2c(C)nn(C)c2C)c(OC)c1,0.0%,4.8%,-8.9%[60.1 µM],18.4%,-2.7%,nt,-19.0%,54.5%[activator],-9.5
CC(C)C(=O)Nc1cccc(C(=O)Nc2nnc(C(C)(C)C)s2)c1,2.3%,-2.4%,-4.8%,8.8%,-3.8%,1.1%,-6.7%,-14.1%,-1.8
CCOC(=O)/C=C/C(=O)Nc1ccc(Oc2ccccc2)cc1,-4.5%,14.8%,-7.1%,47.5%[activator],-9.5%,-7.4%,-9.9%,?,-7.7
Cc1cc(C)c(S(=O)(=O)NCC(=O)NCc2ccccn2)c(C)c1,-3.5%,4.6%,-8.8%,71.0%[activator],-1.1%,10.9%,-5.9%,-3.0%,-4.5
COc1ccc(OC)c(NC(=O)COC(=O)CCCN2C(=O)c3ccccc3C2=O)c1,-2.1%,12.0%,-4.5%,227.5%[activator],2.1%,1.8%,-23.3%,2.0%,-5.8
Cc1ccc(NC(=O)Cc2ccc(-c3ccccc3)cc2)nc1,8.2%,4.0%,-1.2%,23.8%,-6.5%,-13.3%,-9.1%,-24.0%,-12.3
COc1ccc(CN2CCNC(=O)C2CC(=O)N(C)C2CCOCC2)c(F)c1 (stereo unspecified),-4.2%,-23.5%,-6.1%,-8.1%,0.6%,3.4%,-19.0%,-8.8%,4.6
CC(Oc1cccc(Cl)c1)C(=O)Nc1cc(S(=O)(=O)N2CCCCC2)ccc1N1CCOCC1 (stereo unspecified),-1.1%,nt,-1.9%,37.3%[activator],nt,13.3%,-9.1%,nt,0.3
CC(C)c1cc(C(=O)N/N=C/c2ccco2)n[nH]1,-0.9%,0.8%,-22.5%,58.2%[activator],0.8%,1.8%,-13.2%,-2.6%,-4.4
O=C(CN(Cc1ccc2c(c1)OCO2)C(=O)c1cnsn1)NC1CCCC1,7.5%,-0.7%,-13.3%,12.8%,-0.3%,4.5%,-10.7%,-5.4%,-5.2
O=C(CCC(=O)Nc1nnc(C2CCCCC2)s1)NCc1cccs1,-2.3%,9.8%,1.6%,-1.2%,-1.0%,-5.8%,4.1%,-23.0%,-2.8
COc1cc(C(=O)NCC(c2cccs2)S(=O)(=O)c2ccc(F)cc2)cc(OC)c1OC (stereo unspecified),-0.7%,-2.7%,-12.1%[60.1 µM],?,-0.6%,nt,-7.1%,48.2%[activator],-5.0
CCc1ccc2[nH]c(=O)c(C(c3nnnn3CCOC)N3CCN(c4ccccc4F)CC3)cc2c1 (stereo unspecified),-4.2%,-14.1%,-2.7%,22.5%,-0.7%,4.4%,?,-23.3%,-0.7
COC(=O)c1cc(C(=O)OC)cc(N2C(=O)CC(NNC(=O)c3ccccc3Cl)C2=O)c1 (stereo unspecified),-3.4%,5.2%,-6.8%,-5.8%,-3.0%,6.7%,-18.2%,-3.2%,0.6
C=CC[C@H](CC(=O)OC(C)(C)C)C(=O)OC[C@H]1CCCN1C(=O)[C@H](CC=C)CC(=O)N(CCO)Cc1ccccc1,-5.3%,nt,1.9%,-7.1%,nt,-8.5%,-16.9%,nt,1.5
O=C(CCc1nnc2ccc(NCc3ccccc3Cl)nn12)NC1CCCC1,-5.3%,1.9%,2.4%,39.9%[activator],-1.3%,32.1%,-2.9%,-6.0%,0.2
COc1ccc(/C(C)=N/NC(=O)c2nnn(-c3nonc3N)c2CN(C)c2ccccc2)cc1,-4.8%,34.0%,11.5%,23.9%,-0.8%,10.7%,-10.2%,-19.9%,0.9
O=C(Nc1nnc(-c2cccs2)o1)c1ccco1,2.4%,13.7%,10.6%,-1.2%,-2.4%,2.7%,-9.6%,-1.4%,2.7
CC(=O)c1ccc(NC(=O)c2ccc(COc3ccccc3[N+](=O)[O-])o2)cc1,-1.7%,-0.7%,0.4%,?,-5.1%,0.7%,-9.8%,-6.3%,-5.2
COc1ccccc1OCC(=O)NNC(=S)NC(=O)c1ccco1,-5.0%,5.9%,-6.4%,-6.2%,5.8%,?,-3.5%,-2.4%,-4.2
CCn1c(O)c(C(C#N)=C2N=c3ccccc3=N2)c2ccccc21,-3.5%,18.5%,-3.8%,-9.4%,1.4%,-2.3%,-2.8%,-12.6%,1.3

# Compound profiles (already shown). Order of screens: Glioma ERSR ind	Pol beta inh	POLK inh	POLI inh	BLM inh	APEX1 inh	POLH inh	Anesthetic bind	LDHA block
# O=C(CSC1=NS(=O)(=O)c2cc(F)ccc2N1)NCc1ccccc1Cl reads -1.4%	nt	-10.9%	0.8%	nt	7.6%	-19.2%	nt	-5.7
# Cc1cc(C)c(S(=O)(=O)NCC(=O)NCc2ccccn2)c(C)c1 reads -3.5%	4.6%	-8.8%	71.0%[activator]	-1.1%	10.9%	-5.9%	-3.0%	-4.5
# COc1ccc(/C(C)=N/NC(=O)c2nnn(-c3nonc3N)c2CN(C)c2ccccc2)cc1 reads -4.8%	34.0%	11.5%	23.9%	-0.8%	10.7%	-10.2%	-19.9%	0.9
# CCn1c(O)c(C(C#N)=C2N=c3ccccc3=N2)c2ccccc21 reads -3.5%	18.5%	-3.8%	-9.4%	1.4%	-2.3%	-2.8%	-12.6%	1.3
# COCCNC(=O)Cn1c(-c2cccs2)cc2cc(Cl)ccc21 reads 0.5%	4.7%	-10.5%	?	-3.2%	nt	-7.5%	47.2%[activator]	-9.0

# The results go on.
SMILES,Glioma ERSR ind,Pol beta inh,POLK inh,POLI inh,BLM inh,APEX1 inh,POLH inh,Anesthetic bind,LDHA block
CCOC(=O)c1c(-c2ccccc2Cl)csc1NC(=O)CSc1nc(C)cc(=O)[nH]1,0.2%,-0.2%,-9.3%,10.3%,-12.6%,4.8%,?,-10.8%,1.1
COc1cccc(OC)c1C(=O)Nc1sc2c(c1C(N)=O)CCN(Cc1ccccc1)C2,-0.7%,1.4%,-8.3%,4.8%,-7.2%,15.0%,-16.3%,3.4%,-1.0
Cc1ccc(CN2CC(C(=O)Nc3ccccc3N3CCCC3)CC2=O)cc1 (stereo unspecified),-1.4%,nt,-5.8%,-1.3%,nt,5.8%,-13.8%,nt,-2.7
CCN1/C(=C2/SC(=S)N(C)C2=O)C=Cc2cc(C)ccc21,-1.0%,nt,-18.7%,-11.7%,nt,nt,2.4%,nt,-7.6
O[Si](CCCN1CCCCC1)(c1ccc(F)cc1)C1CCCCC1 (stereo unspecified),1.3%&-3.5%,13.7%[57.1 µM],-14.2%[60.1 µM],-2.6%,nt,13.2%&-1.9%,-12.4%,nt,-0.6
CC1CN(C2=Nc3cccc4cccc2c34)CC(C)O1 (stereo unspecified),-2.3%,19.1%,12.4%,25.1µM*,-4.9%,8.0%,-7.4%,127.2%[activator],7.7
CCn1c(=O)cc(SCC(=O)NCCc2ccc(Cl)cc2)c2ccccc21,2.2%,?,-11.9%,27.8%,-0.9%,nt,-17.9%,?,-4.3
COc1ccc(S(=O)(=O)N2CCN(C(=O)[C@@H]3CCCN3C(=O)c3cccs3)CC2)cc1,-7.7%,nt,-15.5%,93.3%[activator],nt,3.0%,4.8%,nt,-4.6
Cc1ccc(C(=O)NC(C)c2ccccc2)cc1S(=O)(=O)N1CCOCC1 (stereo unspecified),-1.6%,11.7%,-2.9%,130.6%[activator],-2.9%,32.3%,-3.2%,-8.4%,-7.2
O=C1CCCC(O)=C1C=NCCc1ccccc1,1.0%,1.9%,-10.5%,6.7%,-1.6%,-0.4%,-9.7%,-17.1%,-13.0
COc1ccc(-n2nnnc2SCC(=O)Nc2ccccc2N2CCOCC2)cc1,-3.0%,5.2%,-6.2%,36.6%[activator],-2.6%,8.0%,-9.2%,0.7%,-14.0
CCOc1ccc(NC(=O)c2nnn(CC(=O)Nc3ccccc3OC)c2N)cc1,-0.8%,50.7%,-4.7%,9.0%,-9.7%,2.8%,-10.7%,-17.1%,-3.8
Cc1ccn2cc(-c3cccc(S(=O)(=O)N4CCCCC4)c3)nc2c1,2.8%,-28.4%,0.0%,30.0%,0.3%,6.6%,-19.3%,-12.4%,-2.4
Cc1ccc(S(=O)(=O)CCC(=O)Nc2ccc(F)cc2)cc1,-1.5%,23.2%,-7.5%,20.9%,-5.9%,-6.1%,-3.2%,-7.1%,-10.6
CC(C(=O)Nc1ccc(F)c(Cl)c1)N1Cc2ccccc2C1=O (stereo unspecified),-5.5%,-0.6%,1.4%,-8.4%,-1.5%,nt,-20.6%,-10.2%,3.0
CCCn1nnc(NC(=O)Cc2ccccc2)n1,3.7%,27.3%,-10.7%,2.2%,1.2%,-0.4%,-3.1%,-14.9%,1.4
COc1cnc(-c2ccccn2)nc1Oc1ccc(Cl)cc1,-1.6%,?,-10.7%,11.1%,0.7%,-2.1%,-4.3%,-8.6%,6.8
CCOCCc1nn2c(=O)cc(COC(=O)c3ccco3)nc2s1,1.7%,9.3%,-18.2%,-3.8%,0.0%,nt,-2.5%,-3.2%,-3.2
O=C(Nc1ccc[n+](CC(=O)c2cccc3ccccc23)c1)c1ccccc1,-6.8%,15.6%,-4.9%,1.6%,230.1%[activator],4.5%,-1.8%,-7.6%,2.4

# Screening results deposited in PubChem by National Center for Advancing Translational Sciences (NCATS).
